Screening results as filed in PubChem BioAssay.
GPR55 activation: GPR55 agonists via beta-arrestin recruitment, primary screen, imaging, U2OS cells, beta-arrestin-GFP redistribution (AID 1961); hit rate 0.048% among 290,000; one-dose activation, % at 10 µM; EC50 in µM for titrated hits; U2OS GPR55 beta-arrestin-GFP redistribution imaging; higher % means a stronger effect;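 active = activation above 40% with more than 50 cells counted in the well; inconclusive = wells holding fewer than 50 cells, flagged as toxic or sparse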;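 also: U2OS osteosarcoma cells stably expressing GPR55 and beta-arrestin-GFP; plate controls were DMSO negative control for no effect and LPI positive control for full effect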
GPR55 antagonists: GPR55 antagonists blocking LPI-driven arrestin recruitment, primary screen, imaging, U2OS, beta-arrestin-GFP, LPI agonist (AID 2013); one-dose inhibition, % at 10 µM; IC50 in µM for titrated hits; hit rate 0.13% among 290,000; U2OS GPR55 beta-arrestin-GFP translocation imaging, LPI antagonism; higher % means a stronger effect;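 active = spots per cell inhibited over 60%, with over 100 cells counted and total cytoplasm intensity under 500,000; inconclusive = wells with under 100 cells, flagged as likely toxic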;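 also: U2OS cells stably carrying GPR55 and arrestin-GFP stimulated by 5 µM LPI near EC80; imaged beta-arrestin-GFP aggregate spots per cell after agonist stimulation; plate controls were LPI-stimulated DMSO wells for no effect and DMSO wells without LPI for full effect; some results filed as inactive read as strong as hits; confirmed hits need IC50 under 10 µM and bright autofluorescent wells are also inconclusive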
GPR35 arrestin U2OS: inhibition of zaprinast-stimulated GPR35 beta-arrestin translocation – imaging, U2OS, beta-arrestin-GFP, zaprinast agonist, primary screen (AID 2058). U2OS GPR35 beta-arrestin-GFP translocation imaging, zaprinast antagonism; higher % means a stronger effect. hit rate 0.052% among 290,000. one-dose inhibition, % at 10 µM; IC50 in µM for titrated hits;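 active = inhibition of at least 50% with at least 30 cells and total cytoplasm GFP at most 10,000,000; inconclusive = under 30 cells or total GFP of 10,000,000 plus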
KOR beta-arrestin-1: kappa opioid receptor activators – cell-based, luminescence, uHTS, primary screen (AID 1777); KOR beta-arrestin recruitment, luminescence; higher % means a stronger effect; activation, % at 10 µM, or EC50 in µM where a hit was titrated; hit rate 0.02% among 280,000; in the data active = activation above about 50%, passing the limit was not always enough; also: a part of the inactive calls stands beside numbers as strong as those of hits
NOD1 inhibition: NOD1 signaling inhibitors, primary screen, cell-based, luminescence, uHTS (AID 1578). NOD1-driven NF-kB luciferase reporter cells, luminescence; higher % means a stronger effect. inhibition, % at 4 µM, or EC50 in µM where a hit was titrated. hit rate 1% among 290,000; in the data active = inhibition mostly above about 36%, no sharp cut-off; inactive = mostly below about 34%;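 also: HEK-293T reporter cells stimulated with the NOD1 agonist gamma-tri-DAP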
NS5 inhibitors: Dengue-2 NS5 methyltransferase inhibitors, primary screen, biochemical, confirmation dose response (AID 588689); Dengue-2 NS5 methyltransferase capping enzyme assay, biochemical; higher % means a stronger effect; one-dose inhibition, % at 25 µM; IC50 in µM for titrated hits; hit rate 0.3% among 340,000; in the data active = a potency from the dose series; inconclusive = inhibition above about 29% without an active follow-up result
West Nile virus CPE: inhibition of WNV-induced cytopathic effect – cell-based, CPE readout (AID 1621); hit rate 0.02% among 290,000; West Nile virus-infected cells, CPE inhibition; higher % means a stronger effect; one-dose CPE inhibition, % at 10 µM; IC50 in µM for titrated hits; in the data active = a potency from the dose series; inconclusive = CPE inhibition mostly from about 3.7% at the one dose, without a potency; inactive = the rest, 99 in 100 with CPE inhibition below about 2.2%; also: strong numbers were not always called active
KOR beta-arrestin-2: KOR antagonists, beta-arrestin recruitment, cell-based, luminescence, uHTS (AID 1778); KOR beta-arrestin recruitment, luminescence, antagonist mode; higher % means a stronger effect; one-dose inhibition, % at 10 µM; IC50 in µM for titrated hits; hit rate 0.091% among 290,000; in the data active = inhibition above about 50%; also: strong numbers were not always called active
HIV fusion peptide: inhibitors of HIV fusion peptide binding, primary screen, biochemical, uHTS, fluorescence dequenching (AID 1986); inhibition, % at 20 µM; hits with a dose series show IC50 in µM; cell-free peptide binding, fluorescence dequenching, 30 min; higher % means a stronger effect; hit rate 0.3% among 290,000; in the data active = inhibition mostly above about 52%, no sharp cut-off; inactive = mostly below about 76%; also: some results filed as inactive read as strong as hits
* hit, by the source's call; ? = inconclusive; · = not tested or not shown; [ ] = remark or other dose. Some of the compounds tested (hit frequency here may not be typical).

mol | GPR55 activation | GPR55 antagonists | GPR35 arrestin U2OS | KOR beta-arrestin-1 | NOD1 inhibition | NS5 inhibitors | West Nile virus CPE | KOR beta-arrestin-2 | HIV fusion peptide
CCOC(=O)C1CCCN(C(=O)Cc2ccc(C)cc2)C1 (centres undefined) | -0.1% | 20% | -15% | -6.6% | 4% | -5% | 0.1% | 8% | -1.8%
Cc1csc2ncc(C(=O)NCc3ccccn3)c(=O)n12 | -0.1% | 16% | 3% | -0.3% | -28% | 0% | -0.3% | 12% | -1.0%
CCOC(=O)c1[nH]c2ccc(Cl)cc2c1NC(=O)/C=C/c1ccc2c(c1)OCO2 | -0.1% | -10% | 2% | 5.2% | -21% | -1% | -0.1% | -81% | 0.4%
CC(C)c1ccc(NC(=O)CSc2nnc(CN3CCOCC3)n2C)cc1 | 0.0% | -1% | -8% | -2.5% | -17% | 0% | -0.7% | 0% | 0.5%
COc1cccc(C(=O)NNC(=O)C2CC(C)=C(C)CC2C(=O)O)c1 (centres undefined) | 0.3% | 11% | 3% | -2.0% | 2% | -5% | 0.1% | -14% | -2.5%
CC(C)(C)c1ccc(-c2c(C(=O)O)c(C(=O)O)c3n2CSC3)cc1 | 0.2% | -9% | 6% | -1.5% | -8% | 24% | -0.5% | -40% | 13%
CCOC(=O)c1cc2c(ccn2C)n1CC(=O)N(Cc1ccccc1)c1ccccc1 | -0.3% | 15% | 8% | -3.6% | -24% | -6% | -2.2% | -30% | 5.9%
Cn1c(/C(C#N)=C/c2ccc(O)cc2)nc2ccccc21 | -0.3% | 1% | -4% | 3.2% | -9% | -21% | 0.2% | -1% | -1.6%
COC(=O)NNC(=S)NCc1ccc(C)cc1 | 0.2% | -2% | -2% | -1.6% | -15% | -7% | -0.1% | 0% | -0.5%
COc1ccc(/C(N)=N/OC(=O)c2ccc3c(c2)OCO3)cc1OC | -0.3% | 15% | 2% | 1.8% | 8% | 1% | -0.2% | 10% | -1.1%
COc1ccc(C2SCCN2C(=S)Nc2cccc(Cl)c2)cc1 (centres undefined) | 0.0% | 4% | -14% | -1.5% | -6% | 2% | -0.4% | 22% | 3.4%
O=C(Nc1cccc(S(=O)(=O)N2CCOCC2)c1)c1cnn2c(C(F)F)cc(-c3ccccc3)nc12 | -0.1% | 79% | -5% | · | -8% | -10% | 1.4% | -57%[20 µM] | -0.6%
Cc1ccc(OCc2nc(C#N)c(N3CCN(Cc4ccccc4)CC3)o2)cc1 | -0.1% | 11% | -6% | -3.1% | -20% | -9% | -0.2% | 34% | -0.5%
COc1ccc(CCN2CC(C(=O)NCCc3ccccc3C)CCC2=O)cc1 (centres undefined) | -0.2% | 1% | 3% | -0.9% | -26% | 5% | -0.9% | -15% | -1.2%
CCOc1ccccc1N1CCN(C/C=C/c2ccc(N(C)C)cc2)CC1 | -0.1% | 16% | 17% | -1.8% | 10% | -4% | -0.7% | 6% | 1.9%
O=C1/C(=C/c2ccc(F)cc2)SC(=S)N1CC(=O)N1CCCCC1c1cccnc1 (centres undefined) | 0.3% | -15% | 0% | -0.8% | -2% | -4% | ? | 4% | 0.5%
COCCCNC(=S)NNC(=O)c1ccccn1 | -0.1% | -2% | 4% | -3.0% | 3% | -16% | 0.1% | 9%[20 µM] | 2.9%
CCCc1cc(Nc2ccc(C)cc2)n2ncnc2n1 | -0.2% | 0% | 0% | 0.5% | -28% | · | -0.3% | -4% | 1.6%
O=C(O)c1ccc(Nc2ncnc3c2cnn3Cc2ccccc2)cc1 | 0.1% | -6% | 2% | 5.1% | -17% | -5% | 0.9% | -20% | 1.7%
CCOC(=O)c1ccc(NC(=S)N2CCCC(C(=O)N3CCCC3)C2)cc1 (centres undefined) | 0.0% | 4% | 5% | -0.8% | -13% | -3% | -0.3% | 30% | -2.0%
Cc1cc(/C(N)=N/OC(=O)Nc2cccc(C(F)(F)F)c2)no1 | -0.1% | 3% | 18% | -0.4% | -8% | · | -0.3% | 2% | -1.0%
CC(C)c1c(C(=O)N/N=C/C2CC=CCC2)nnn1-c1nonc1N (centres undefined) | -0.2% | -13% | 28% | 5.2% | 6% | 2% | 0.5% | -31% | 0.2%
C=C(C)COc1ccc(-c2[nH]ncc2-c2ccc(OC)c(OC)c2)c(O)c1 | 0.2% | -12% | 6% | -0.6% | 23% | -1% | 0.7% | -13% | 0.4%
CC(NS(=O)(=O)c1ccccc1)C(=O)NCCc1ccccn1 (centres undefined) | 0.7% | 6% | -17% | -3.7% | -41% | -9% | 0.5% | 12% | -1.1%
O=S(=O)(Nc1ccccn1)c1cccc(S(=O)(=O)c2ccc(Br)cc2)c1 | 0.2% | 8% | 1% | 0.4% | -2% | 2% | 0.3% | -37% | 1.2%

4 structures already listed, ordered by SMILES length, lowest first:
mol | GPR55 activation | GPR55 antagonists | GPR35 arrestin U2OS | KOR beta-arrestin-1 | NOD1 inhibition | NS5 inhibitors | West Nile virus CPE | KOR beta-arrestin-2 | HIV fusion peptide
COCCCNC(=S)NNC(=O)c1ccccn1 | -0.1% | -2% | 4% | -3.0% | 3% | -16% | 0.1% | 9%[20 µM] | 2.9%
CCOC(=O)C1CCCN(C(=O)Cc2ccc(C)cc2)C1 (centres undefined) | -0.1% | 20% | -15% | -6.6% | 4% | -5% | 0.1% | 8% | -1.8%
CC(C)(C)c1ccc(-c2c(C(=O)O)c(C(=O)O)c3n2CSC3)cc1 | 0.2% | -9% | 6% | -1.5% | -8% | 24% | -0.5% | -40% | 13%
CCOC(=O)c1cc2c(ccn2C)n1CC(=O)N(Cc1ccccc1)c1ccccc1 | -0.3% | 15% | 8% | -3.6% | -24% | -6% | -2.2% | -30% | 5.9%

(continued)
mol | GPR55 activation | GPR55 antagonists | GPR35 arrestin U2OS | KOR beta-arrestin-1 | NOD1 inhibition | NS5 inhibitors | West Nile virus CPE | KOR beta-arrestin-2 | HIV fusion peptide
COc1ccc(N(C(=O)CNC(=O)c2ccco2)C(C(=O)NC2CCCCC2)c2ccco2)cc1 (centres undefined) | 0.6% | 9% | -8% | 5.5% | -7% | -3% | -0.9% | 11% | -2.6%
CCCC(=O)N1CCC(O)(c2cccc(F)c2)CC1 | 0.1% | 0% | 4% | -6.7% | -10% | -5% | 0.1% | 13% | -0.6%
O=S(=O)([N-]c1nc2ccccc2nc1-n1cc[n+](Cc2ccccc2)c1)c1ccccc1 | 0.5% | -4% | -3% | · | -11% | 15% | 1.1% | 16% | -1.4%
O=S1(=O)CCC(NC(=S)SCc2ccccc2Br)C1 (centres undefined) | -0.6% | 8% | -3% | 1.5% | 10% | -10% | -2.6% | 18% | 4.3%
Cc1ccc(SC(C)C(=O)Nc2ccccc2-c2ccccc2)cc1 (centres undefined) | 0.1% | 44% | 23% | 0.1% | -16% | 4% | -0.5% | 19% | 0.2%
O=C(O)C(O)Cc1c[nH]c2ccccc12 (centres undefined) | -0.1% | 0% | -3% | 1.4% | -33% | -1% | -0.4% | -21% | 2.9%
CCCn1c2ccc(/C(C)=N\O)cc2c2cc(/C(C)=N/O)ccc21 | 0.4% | 8% | 9% | -0.5% | -25% | -3% | 1.2% | -39% | -1.3%
O=[N+]([O-])c1ccc(O)c(CN2CCCCCC2)c1 | 0.0% | -1% | 5% | · | -17% | -14% | -0.3% | -22%[20 µM] | -0.9%
COc1ccc(C(=O)C2CCCN(C(=O)CSC)C2)cc1OC (centres undefined) | 0.1% | -4% | 9% | -2.5% | -15% | 11% | -0.7% | -61%[20 µM] | -0.5%
COc1cc(CNCc2ccc(Br)cc2)cc(OC)c1 | -0.1% | 8% | -3% | -2.2% | -7% | -5% | 0.0% | 25% | 1.0%
O=C(CSc1nnc(-c2cccnc2)n1-c1ccc(F)cc1)NCc1ccc2c(c1)OCO2 | 0.5% | 4% | -21% | -0.3% | -16% | -4% | -0.4% | -6% | 2.1%
CCOC(=O)c1sc(-c2ccc(F)cc2)cc1NC(=O)Nc1ccccc1OC | 0.3% | 5% | -12% | -2.9% | -16% | 3% | 0.4% | 6% | -0.8%
COC(=O)CN1C(=O)C(O)(CC(=O)c2ccc(Br)cc2)c2ccccc21 (centres undefined) | 0.2% | 4% | -9% | 4.2% | -9% | -1% | 0.0% | 8% | 0.6%
O=C(Cn1cc([N+](=O)[O-])cn1)N1CCCc2ccccc21 | 0.2% | -4% | -5% | -4.5% | -17% | -1% | 0.1% | -7% | 0.4%
COc1ccc(C(C)=O)cc1COC(=O)Cc1cc(OC)c(OC)c(OC)c1 | -0.2% | -3% | -12% | -3.6% | -28% | -5% | 0.4% | 9% | 0.7%
Clc1ccc(-c2ccc(CNCC3CCCO3)o2)cc1 (centres undefined) | -0.3% | -18% | -6% | 6.2% | -11% | -3% | -0.9% | 4% | 0.8%
O=C1CCN(CCc2ccccc2)CCN1[C@H](CO)c1ccccc1 | 0.8% | -6% | 4% | 0.0% | -3% | 2% | -0.6% | -30%[20 µM] | -0.7%
CCOc1ccc(CN2C(=O)c3ccccc3C2=O)cc1C(=O)N1CCC(C(N)=O)CC1 | -0.1% | 7% | -1% | 12% | -29% | 5% | 0.3% | -19% | -1.2%
O=C(CN1CCCC1)N1CCCc2c1c(=O)oc1ccc(OCc3ccccc3)cc21 | -0.2% | 2% | 12% | 0.4% | 19% | -3% | -0.5% | 8% | -2.7%
CCn1cnc2cc(NCc3ccc(Br)cc3)ccc21 | -0.1% | 3% | 5% | -2.6% | -14% | · | -1.0% | -6% | -0.4%
Cc1ccc(S(=O)(=O)NCC(=O)OCc2nnc(-c3ccccc3)o2)cc1 | 0.2% | 4% | -15% | 0.3% | -14% | -6% | 0.3% | -21% | 0.2%
Cc1ccc(C(=O)NC(=S)Nc2ccc(N3CCOCC3)cc2)c(C)c1 | -0.1% | -5% | -8% | -3.9% | -38% | -1% | -2.0% | -80%[20 µM] | -2.0%
O=C(CSc1nnc(SCc2ccc(Cl)cc2)s1)N1CCOCC1 | 0.3% | 4% | 17% | -1.6% | 17% | 2% | 0.5% | 22% | -3.6%
Cc1ccc(N(C)C(=O)C2CCCN2S(=O)(=O)c2ccc3c(c2)n(C)c(=O)c(=O)n3C)cc1 (centres undefined) | -0.1% | 5% | -7% | 2.0% | -7% | -7% | 0.0% | 6% | 0.3%
COC(=O)Nc1ccc(S(=O)(=O)N2CCCC(C(=O)NC3CCCCC3)C2)cc1 (centres undefined) | 0.4% | -4% | -9% | -5.9% | -1% | -2% | 0.1% | 3% | -2.0%
O=C(/C=C/c1cccc([N+](=O)[O-])c1)NC1CC2CCC1C2 (centres undefined) | 1.1% | -4% | -8% | -0.7% | -34% | -3% | -0.6% | · | -1.2%
CCOC(=O)c1cc2c(=O)n3ccccc3nc2n(C(C)C)c1=NC(=O)c1ccncc1 | 0.3% | 17% | 3% | 2.5% | -47% | -14% | 0.3% | -26% | 0.9%
